Screening data deposited in PubChem by National Center for Advancing Translational Sciences (NCATS).
Tau fluor counter: Counterscreen qHTS for Inhibitors of Tau Fibril Formation, Fluorescence Polarization | tau K18 P301L Alexa594 fluorescence, heparin fibrillization | Potency, µM (highest dose often 57.7 µM), for the others: top-dose activity change, negative = decrease | 280,000 tested, 0.93% active | AID 1463, 2008; note: nearly all actives have a fitted effect of over 55% in size
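Human tau K18 P301L (15 uM unlabeled, 0.24 uM Alexa 594-labeled) in 100 mM sodium acetate pH 7 with 20 uM heparin, 6 hr at 37 C. ThT 30 uM added, 1 hr ambient; Alexa 594 FP and total fluorescence read at 555/632 nm.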
Tau ThT inhib: qHTS for Inhibitors of Tau Fibril Formation, Thioflavin T Binding; recombinant tau K18 P301L, heparin-induced fibrillization, ThT fluorescence; AID 1460, 2008; Potency, µM (doses to about 57.4 µM), for inactives: top-dose activity, negative = inhibition, hits mostly inhibitors; 270,000 tested, 2.1% active; Microtubule-associated protein tau (Homo sapiens), P10636; note: nearly all actives have a fitted effect of over 55% in size
Target sequence (P10636 561-689 P618L limits assumed): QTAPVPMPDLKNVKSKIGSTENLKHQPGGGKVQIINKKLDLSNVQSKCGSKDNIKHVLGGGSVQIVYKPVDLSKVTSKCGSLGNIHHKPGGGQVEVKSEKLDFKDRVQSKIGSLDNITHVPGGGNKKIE
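K18 P301L tau (15 uM + 0.24 uM Alexa 594-tagged), heparin 20 uM, NaOAc pH 7, 6 h 37 C; ThT 30 uM, 1 h RT, ex 450/em 510 nm.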
GLA spleen mod: qHTS Assay for Inhibitors and Activators of Human alpha-Galactosidase From Spleen Homogenate | 240,000 tested, 0.008% active | Alpha-galactosidase A (Homo sapiens), P06280 | human spleen homogenate, 4MU-alpha-Gal fluorescence, 40 min | AID 2107, 2009 | Potency, µM (top dose mostly 80 µM), for inactives: at the highest dose activity change, negative = inhibition, hits mostly inhibitors;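 note: 0% = enzyme with vehicle and -100% = no enzyme basal signal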
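qHTS titration in buffer at pH 5.0. Alpha-galactosidase activity in spleen homogenate was measured via 4-methylumbelliferone release from 1 mM fluorogenic substrate after 40 min at 37C and a pH 10 stop. AC50 came from Hill fits of control-normalized data.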
TexasRed fluor: Total Fluorescence Counterscreen for Inhibitors of the Interaction of Thyroid Hormone Receptor and Steroid Receptor Coregulator 2. TRb/SRC2 Texas Red total fluorescence interference. Potency, µM (series often up to 106 µM), for the others: top-dose fluorescence change, negative = quenching. 280,000 tested, 0.29% active. AID 1479, 2009; active = well fitted curve in either direction with a large enough effect; inconclusive = small, poorly fitted or top-dose-only effect
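Human TRβ ligand-binding domain (0.6 uM) and Texas Red SRC2 peptide (20 nM) in Tris buffer with 1 uM T3 and 5% DMSO were incubated with pinned compound for 5 hr at ambient temperature. Total fluorescence was computed as S + 2P (555/632 nm).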
L3MBTL1 inh: qHTS Assay for the Inhibitors of L3MBTL1 | AlphaScreen L3MBTL1–H3K9me1 peptide binding | Potency, µM (top dose mostly 57.1 µM), inactives show top-dose activity, negative = inhibition, usual class: inhibitors | 230,000 tested, 0.66% active | AID 485360, 2010; note: nearly all actives have a fitted effect of over 60% in size
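Read-out is AlphaScreen signal from streptavidin donor and nickel chelate acceptor beads (10 ug/mL final each) bridging L3MBTL1 (50 nM) and biotinylated K9-monomethylated H3(1-15) peptide (75 nM), after 30 min compound exposure at room temperature.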
TRb-SRC2 inh: qHTS for Inhibitors of the Interaction of Thyroid Hormone Receptor and Steroid Receptor Coregulator 2. Thyroid hormone receptor beta (Homo sapiens), P10828. TRbeta-SRC2 peptide binding, fluorescence polarization; receptor liganded with 1 µM T3. Potency, µM (doses to about 106 µM), for inactives: at the top dose activity change, negative = inhibition, most hits filed as inhibitors. 280,000 tested, 0.065% active;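 note: plate controls were bound peptide for no effect and peptide without receptor for full effect; nearly all actives have a fitted effect of over 50% in size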
Target sequence (P10828 whole entry, looked up): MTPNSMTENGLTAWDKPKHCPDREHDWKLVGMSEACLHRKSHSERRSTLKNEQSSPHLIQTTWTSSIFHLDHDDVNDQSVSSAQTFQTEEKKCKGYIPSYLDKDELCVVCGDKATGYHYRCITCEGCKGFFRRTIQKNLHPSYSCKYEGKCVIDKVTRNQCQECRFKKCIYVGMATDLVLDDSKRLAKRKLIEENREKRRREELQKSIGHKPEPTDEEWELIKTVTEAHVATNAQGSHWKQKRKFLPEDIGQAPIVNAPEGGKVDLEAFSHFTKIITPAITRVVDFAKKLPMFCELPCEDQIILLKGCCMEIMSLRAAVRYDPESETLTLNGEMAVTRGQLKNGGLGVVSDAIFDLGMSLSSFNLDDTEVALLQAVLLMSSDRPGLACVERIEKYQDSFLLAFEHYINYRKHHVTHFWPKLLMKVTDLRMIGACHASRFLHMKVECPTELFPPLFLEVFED
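Each compound concentration gave % activity, normalized to unbound and bound Texas Red SRC2 controls, from polarization read after 5 hr ambient incubation with T3-loaded human TRb LBD.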
Tau FP inhib: qHTS for Inhibitors of Tau Fibril Formation, Fluorescence Polarization | Microtubule-associated protein tau (Homo sapiens), P10636 | K18 P301L tau heparin fibrillization, Alexa594 FP, 6 h | Potency, µM (titrated, usually from 57.7 µM), without a hit: at the top dose activity, negative = inhibition, hits mostly inhibitors | 280,000 tested, 0.39% active | AID 1468, 2008; note: nearly all actives have a fitted effect of over 55% in size
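Heparin (20 uM) drove fibril formation of recombinant tau K18 P301L, 15 uM unlabeled with 0.24 uM Alexa 594 label, for 6 hr at 37 C in 100 mM sodium acetate pH 7. Fluorescence polarization (555/632 nm) read 1 hr after 30 uM ThT.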
ALDH1A1 block: qHTS Assay for Inhibitors of Aldehyde Dehydrogenase 1 (ALDH1A1). Aldehyde dehydrogenase 1A1 (Homo sapiens), P00352. Purified ALDH1A1, NADH fluorescence, propionaldehyde substrate. Potency, µM (titrated, usually from 75.3 µM), for inactives: at the top dose activity, negative = inhibition, actives largely listed as inhibitors. 220,000 tested, 7.3% active. AID 1030, 2008; active = well fitted inhibition curve with a large enough effect, not every such curve was filed as active; inconclusive = small, poorly fitted or top-dose-only effect, or another doubt; inactive = no such curve, though single readings can be large or run the other way;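 note: plate controls were no enzyme wells and a reference inhibitor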
Target sequence (P00352 whole entry, looked up): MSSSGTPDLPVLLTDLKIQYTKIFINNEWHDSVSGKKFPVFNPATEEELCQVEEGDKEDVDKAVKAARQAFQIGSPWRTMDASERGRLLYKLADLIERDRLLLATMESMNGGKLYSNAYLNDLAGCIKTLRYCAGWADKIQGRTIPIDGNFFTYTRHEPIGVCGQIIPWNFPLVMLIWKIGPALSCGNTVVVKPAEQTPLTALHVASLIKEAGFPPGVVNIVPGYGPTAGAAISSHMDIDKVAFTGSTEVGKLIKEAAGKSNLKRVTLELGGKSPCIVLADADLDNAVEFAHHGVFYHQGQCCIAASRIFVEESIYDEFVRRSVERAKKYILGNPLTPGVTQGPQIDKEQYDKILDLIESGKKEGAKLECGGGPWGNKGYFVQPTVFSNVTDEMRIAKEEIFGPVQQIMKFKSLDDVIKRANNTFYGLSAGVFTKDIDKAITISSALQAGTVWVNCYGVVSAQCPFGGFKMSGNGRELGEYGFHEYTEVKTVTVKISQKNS
Active calls of the source: *; ? = inconclusive; . = not tested or not shown; & = joins results of further samples; [ ] = another dose, or the depositor's remark. Unless noted, calls come from the whole dose curve; as a rule, active = well fitted curve in the direction sought with a large enough effect; inconclusive = small, poorly fitted or top-dose-only effect, or another doubt; inactive = no such curve, though single readings can be large; an effect the other way counts as inactive or inconclusive. Unless noted, % is set by controls: 0 for no effect and ±100 for the full control effect; potency is the fitted concentration of half-maximal effect.

SMILES	Tau fluor counter	Tau ThT inhib	GLA spleen mod	TexasRed fluor	L3MBTL1 inh	TRb-SRC2 inh	Tau FP inhib	ALDH1A1 block
CC1=C(C(=O)Nc2ccccc2)C2(CCCCC2)C(C(N)=O)C(=S)N1 (stereo not given)	-14.2%	-10.2%	0.1%	0.9%	-0.7%	0.8%	-3.5%	13.2%
O=C(CCS(=O)(=O)c1cccs1)N1CCN(c2ccc(F)cc2)CC1	-6.7%	-17.5%	-4.7%	1.3%	3.0%	7.4%	0.9%	-6.3%
COc1ccc(CNC(=O)c2ccc(-c3nc(CSc4ccccc4)c(C)o3)cc2)cc1OC	-2.9%	4.9%	.	0.5%	.	4.7%	-5.5%	.
COC(=O)c1cc(-c2ccc(OC)c(OC)c2)n[nH]1	-10.1%	?	-2.7%	0.2%	.	-2.3%	-9.5%	6.3%
CC(=O)c1ccc(-n2c(SCC(=O)c3c[nH]c4ccccc34)nc3ccccc3c2=O)cc1	1.3%	-4.9%	4.9%	-1.2%	11.9%	14.1%	12.1%	17.2%
CCOC(=O)C1CCN(C(=O)c2ccccc2N(C)S(C)(=O)=O)CC1	-0.1%	4.7%	-1.7%	-3.6%	-3.7%	-1.0%	-11.1%	12.3%
Cc1cc(C)c(S(=O)(=O)Cc2ccccc2)c(=O)[nH]1	-0.2%	5.6%	-6.5%	-5.2%	50.5%[activator]	-10.9%	4.3%	1.8%
O=C(Nc1cccnc1)C1=NN(C2CCS(=O)(=O)C2)C(=O)CC1 (stereo not given)	9.6%	3.9%	5.4%	-1.7%	2.0%	-5.4%	3.3%	7.9%
CN(C)CCNC(=O)C1CCCNC1=O (stereo not given)	-1.4%	10.2%	-10.3%	2.8%	35.4%[activator]	-16.4%	-0.8%	0.1%
Cc1cc(O)c(C(c2ccccc2)N2CCN(c3ccccc3)CC2)c(=O)n1Cc1ccco1 (stereo not given)	-1.2%	?	.	-2.0%	.	3.4%	-10.4%	.
COc1ccccc1NC1=NCC(=O)N1Cc1ccccc1	0.7%	-5.0%	-0.6%	-1.7%	11.6%	-11.5%	5.8%	3.4%
COc1ccc(COC(=O)N/N=C2/C[C@@H](O)[C@@H](O)[C@@H]3[C@@H]4C(=O)N(c5cccc(Oc6ccccc6)c5)C(=O)[C@H]4CC[C@H]23)cc1	-6.6%[11.6 µM]	-4.5%[11.5 µM]	-0.9%[17.5 µM]	-4.0%[11.2 µM]	.	1.7%[11.2 µM]	-0.6%[11.6 µM]	-6.8%[13.5 µM]
CCOc1ccc(Sc2cc(C(=O)NCCCOC)c3ccccc3n2)cc1	-22.4%	-13.6%	.	-1.1%	.	-0.8%	1.2%	.
COc1ccc(C(=O)C[n+]2ccc(-c3nnc4n3CCCCC4)cc2)cc1	-19.7%	?	-2.5%	-6.9%	-7.6%	-1.4%	3.3%	.
Cc1ccc(CCNC(=O)c2cc3cc4cc(C)ccc4nc3s2)cc1	0.5%	?	.	-4.2%	.	-6.0%	-14.5%	.

One compound at a time (already shown). Values in the order: Tau fluor counter	Tau ThT inhib	GLA spleen mod	TexasRed fluor	L3MBTL1 inh	TRb-SRC2 inh	Tau FP inhib	ALDH1A1 block
O=C(CCS(=O)(=O)c1cccs1)N1CCN(c2ccc(F)cc2)CC1 reads -6.7%	-17.5%	-4.7%	1.3%	3.0%	7.4%	0.9%	-6.3%
CCOc1ccc(Sc2cc(C(=O)NCCCOC)c3ccccc3n2)cc1 reads -22.4%	-13.6%	.	-1.1%	.	-0.8%	1.2%	.

The list goes on.
SMILES	Tau fluor counter	Tau ThT inhib	GLA spleen mod	TexasRed fluor	L3MBTL1 inh	TRb-SRC2 inh	Tau FP inhib	ALDH1A1 block
CCN(CC(=O)NCc1ccc(F)cc1)C(=O)/C=C/c1ccco1	-6.5%	-8.4%	-2.8%	-0.7%	.	8.1%	1.3%	?
O=C(NC1CC1)C1=C[C@@H](C2CCCCC2)C[C@@H](OCc2ccc(CO)cc2)O1	-5.7%	-5.7%	5.2%	-1.6%	9.7%	-4.9%	-3.0%	?
CCCCCCCc1c(C)nc(N2CCOCC2)[nH]c1=O	-4.6%	-5.1%	8.9%	0.7%	.	0.5%	-8.8%	3.8%
Cc1cccc(-c2noc(-c3ccoc3C)n2)c1	-0.8%	-9.3%	3.0%	0.7%	17.2%	-7.4%	-3.2%	-0.1%
COc1ccc(Cc2nnc(-c3ccccc3)o2)cc1	-9.9%	-5.8%	5.5%	-4.1%	.	-5.4%	-1.1%	3.5%
O=C(NCCc1ccc(Cl)cc1)c1ccc2nc(Cc3ccccc3)oc2c1	-12.1%	-8.0%	.	2.7%	.	7.0%	-13.8%	.
CC(Oc1ccc(/C=N/NC(=O)Cc2cccc3ccccc23)cc1)C(=O)O (stereo not given)	-7.2%	-11.3%	-1.6%	-0.7%	-1.2%	-0.4%	-2.2%	.
CC(C)Cn1c(N2CCN(CC(=O)Nc3ccc(Cl)cc3)CC2)nc2ccccc21	6.9%[2.34 µM]	10.3%	2.5%	3.2%[53 µM]	-4.4%	6.3%[53 µM]	6.1%	-2.6%
COc1ccc(Cl)cc1NC(=O)CSC1=Nc2ccccc2C2=NC(CC(=O)NCc3ccc4c(c3)OCO4)C(=O)N12 (stereo not given)	-16.8%	?	.	-0.8%	.	0.6%	?	.
c1ccc(Cc2cc[n+](Cc3ccccc3)cc2)cc1	-9.7%	-7.0%	-1.5%	-1.3%	5.9%	1.8%	-5.4%	-6.4%
Fc1ccc2c(c1)-c1c(cnc3cc(-c4ccc(Cl)cc4)nn13)CO2	-15.1%	-18.1%	.	-6.7%	.	-3.5%	?	.
CN(CCc1ccccn1)C(=O)Nc1ccc(F)cc1	-1.3%	-4.5%	16.1%	0.8%	6.3%	-0.4%	0.7%	6.1%
Cc1oc(C)c2c(=O)cc(-c3ccc4c(c3)OCO4)cc(OC(=O)c3cccc(Br)c3)c12	-2.2%	-7.0%	.	-1.7%	.	8.1%	-5.2%	.
O=C(Cn1cnc2ccc(Br)cc2c1=O)c1cccs1	-3.7%	-3.9%	1.0%	2.0%	-3.7%	5.0%	0.8%	1.6%
Cc1ccc(S(=O)(=O)c2ccc(Cl)cc2)cc1S(=O)(=O)N1CCOCC1	-9.4%	8.5%	0.1%	1.2%	8.5%	-3.0%	-1.5%	?
COc1ccc(CNC(=O)CSc2nc3ccccc3nc2Cc2ccccc2OC)cc1	-8.2%	7.0%	.	1.6%	.	5.5%	1.2%	.
O=C(CCn1c2c(c3ccccc31)CCCC2)NNC(=O)c1ccccc1C(=O)O	-11.2%	-5.9%	-2.5%	-3.3%	-20.1%	-0.9%	4.5%	.
NC(=O)COC(=O)c1ccc(S(=O)(=O)N2CCCCCC2)cc1	-1.1%	-4.9%	-6.7%	1.0%	-6.4%	-6.3%	1.7%	-13.0%
CCOC(=O)CC1=C(C(=O)OCC)C(c2ccc(OC)cc2OC)C(C#N)=C(N)O1 (stereo not given)	-14.5%	-12.8%	4.4%	2.8%	-3.1%	0.2%	-13.7%	9.0%
COc1ccccc1-n1cnnc1SCC(=O)N1CCN(C(=O)c2ccco2)CC1	1.9%	5.8%	4.7%	-1.4%	1.8%	8.5%	-8.2%	?
O=C(COc1ccc(Br)cc1)NNC(=S)NC(=O)c1ccccc1[N+](=O)[O-]	1.1%	1.9%	-5.7%	0.1%	13.2%	-4.5%	-2.0%	-8.4%
COc1ccc(/C=C2\SC(=O)N(CCc3nnc(N)s3)C2=O)cc1	-17.1%	?	1.5%	-2.3%	.	1.5%	-11.5%	.
CCN(CC)c1ccc2cc(-c3nc(-c4ccccc4F)no3)c(=O)oc2c1	-6.5%	?	.	-1.4%	.	-4.2%	-9.4%	.
Nc1nnc(SCC(=O)Nc2ccccc2)s1	-3.0%&0.7%	-3.5%&-2.3%	9.4%	-2.1%&-2.9%	8.0%	-6.2%&0.3%	?	13.7%
CCCCN1C(=O)c2ccc(C(=O)NCCN3C(=O)S/C(=C\c4cccnc4)C3=O)cc2C1=O	-9.9%	?	-13.5%	2.1%	2.6%	-24.0%	-3.3%	1.26µM*
CC1=C(C(=O)OCC2CCCCC2)C(c2ccc(Cl)cc2)CC(=O)N1 (stereo not given)	-9.6%	-12.0%	.	-2.2%	.	5.5%	6.4%	.
COC(=O)Cn1c(=O)c2c(nc(Br)n2CC(=O)OC)n(C)c1=O	5.3%	4.8%	11.9%	2.4%	-7.8%	-0.1%	9.3%	7.6%
CC(C)C1=NOC(C(=O)N2CCC(N3CCC(C(=O)N4CCOCC4)CC3)CC2)C1 (stereo not given)	12.6%	11.1%	5.8%	-3.7%	-0.9%	3.0%	1.9%	-7.8%
COc1ccc(CCN=C2SCC(=O)N2C)cc1OC	-2.1%	-2.1%	7.2%	-0.3%	2.8%	5.8%	-9.1%	17.0%
CCC(C)c1ccccc1NC(=O)COC(=O)c1ccc2[nH]c3c(c2c1)CCCC3 (stereo not given)	?	?	-8.0%	1.5%	-10.2%	0.7%	?	?
COc1ccccc1N1CCN(C(=S)Nc2ccc(S(=O)(=O)N3CCOCC3)cc2)CC1	?	-16.0%	1.6%	1.9%	-5.8%	4.9%	0.1%	-7.4%
COc1ccc(C[C@H]2CN3C(=NC[C@@H]3C(C)C)N2CCNC(=O)c2ccc(C)c(Br)c2)cc1	-2.2%	-12.0%	-0.1%	0.8%	-8.7%	-0.5%	11.3%	-15.3%
Cc1ccc(-c2csc(NNC(=O)c3ccccc3)n2)cc1	?	12.6µM*	-1.5%	-1.9%	-9.9%	-3.9%	?	-5.0%

Looked up above.
CC(C)C1=NOC(C(=O)N2CCC(N3CCC(C(=O)N4CCOCC4)CC3)CC2)C1 (stereo not given) in ALDH1A1 block is entered as -7.8%
CCC(C)c1ccccc1NC(=O)COC(=O)c1ccc2[nH]c3c(c2c1)CCCC3 (stereo not given) in GLA spleen mod is entered as -8.0%
